Nrf2 activator: qHTS of Nrf2 Activators; AID 624171, 2012; 0.31% of 410,000 active; Potency, µM (series often up to 46.1 µM), without a hit: at the top dose activation, usual class: activators; AREc32 ARE-luciferase reporter (MCF7-derived line), luminescence, 24 h; note: % of control where 0% means no effect; nearly all actives have a fitted effect of over 65% in size
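ARE activation measured as luciferase luminescence (Steady-Glo, 30 min RT) in AREc32_Fluc cells after 24 hr compound exposure at 37 deg C, 5% CO2; cells seeded overnight at 1000/well in OPTI-MEM, 5% FBS.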
A549 viability: Nrf2 qHTS screen for inhibitors: counterscreen for cytotoxicity; A549 ARE-Fluc cells, CellTiter-Fluor viability, 18-24 h; Potency, µM (top dose mostly 46 µM), for the others: at the top dose activity change, negative = cytotoxicity, usual class: inhibitors; 0.16% of 390,000 active; note: % is set by controls: 0 for no effect and ±100 for the full control effect
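A549 ARE-Fluc cells in 5% FBS OPTI-MEM, 5000 cells/well, rested 2 h then exposed to compounds in concentration-response for 18-24 h at 37 °C. Viability by CellTiter-Fluor fluorescence (Ex 405/Em 525) after 30 min; luciferase luminescence (BugLite, 15 min, RT) read afterwards.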
Nrf2 inh: Nrf2 qHTS screen for inhibitors; A549 ARE-Fluc reporter, luciferase luminescence, 18-24 h; Potency, µM (titrated, usually from 46 µM), inactives show top-dose activity change, negative = inhibition, hits mostly inhibitors; 2.1% of 360,000 active; AID 504444, 2011; note: % is set by controls: 0 for no effect and ±100 for the full control effect; nearly all actives have a fitted effect of over 60% in size
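In this cell-based qHTS, ARE-driven firefly luciferase in A549 cells reports Nrf2 activity; the luminescent signal after BugLite lysis is the measured value, with a prior CellTiter-Fluor read for cell health.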
TGFb inhibitor: qHTS for Inhibitors of TGF-b. HepG2 CAGA-GFP TGF-b/SMAD3 reporter, GFP fluorescence, 18 h; TGF-beta stimulated, 500 pg/mL final. Potency, µM (top dose mostly 46.1 µM), inactives show top-dose activity, negative = inhibition, actives largely listed as inhibitors. 1.2% of 410,000 active; note: % is set by controls: 0 for no effect and ±100 for the full control effect; nearly all actives have a fitted effect of over 65% in size
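HEPG2 CAGA-GFP, 1000 cells/well; 2 h settle, 37 C; cpd via pin tool; TGF-b 500 pg/mL final; 18 h, 37 C; GFP imaging ex488/em500-530; %Activity normalised to -TGF-b and +DMSO controls; CRC fit, curve class.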
HepG2 tox: qHTS for Inhibitors of TGF-b: Cytotox Counterscreen; HepG2 CAGA-GFP viability, ATP luminescence, 18 h; Potency, µM (series often up to 46.1 µM), without a hit: top-dose activity change, negative = cytotoxicity, usual class: cytotoxic; 0.76% of 410,000 active; note: some results filed as inactive show a strong effect at the top dose
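HepG2 CAGA-GFP cells (1000/well, DMEM with 1% FBS) received compound, then TGF-beta at 500 pg/mL final, and were incubated 18 hours at 37 degrees C. Viability was read by CellTiter-Glo luminescence. Media-only wells were set as complete cell-killing and DMSO as no toxicity.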
EPAC2 antag: qHTS for Antagonist of cAMP-regulated guanine nucleotide exchange factor 2 (EPAC2): primary screen; Rap guanine nucleotide exchange factor 4 (Homo sapiens), Q8WZA2; EPAC2 GEF exchange of Rap1B-BODIPY-GDP, fluorescence; Potency, µM (highest dose often 114 µM), without a hit: at the top dose activity, negative = inhibition, hits mostly inhibitors; 0.18% of 360,000 active; AID 720708, 2013; note: % is set by controls: 0 for no effect and ±100 for the full control effect; nearly all actives have a fitted effect of over 45% in size; many of its hits are not listed in these tables
Target sequence (Q8WZA2 whole entry, looked up): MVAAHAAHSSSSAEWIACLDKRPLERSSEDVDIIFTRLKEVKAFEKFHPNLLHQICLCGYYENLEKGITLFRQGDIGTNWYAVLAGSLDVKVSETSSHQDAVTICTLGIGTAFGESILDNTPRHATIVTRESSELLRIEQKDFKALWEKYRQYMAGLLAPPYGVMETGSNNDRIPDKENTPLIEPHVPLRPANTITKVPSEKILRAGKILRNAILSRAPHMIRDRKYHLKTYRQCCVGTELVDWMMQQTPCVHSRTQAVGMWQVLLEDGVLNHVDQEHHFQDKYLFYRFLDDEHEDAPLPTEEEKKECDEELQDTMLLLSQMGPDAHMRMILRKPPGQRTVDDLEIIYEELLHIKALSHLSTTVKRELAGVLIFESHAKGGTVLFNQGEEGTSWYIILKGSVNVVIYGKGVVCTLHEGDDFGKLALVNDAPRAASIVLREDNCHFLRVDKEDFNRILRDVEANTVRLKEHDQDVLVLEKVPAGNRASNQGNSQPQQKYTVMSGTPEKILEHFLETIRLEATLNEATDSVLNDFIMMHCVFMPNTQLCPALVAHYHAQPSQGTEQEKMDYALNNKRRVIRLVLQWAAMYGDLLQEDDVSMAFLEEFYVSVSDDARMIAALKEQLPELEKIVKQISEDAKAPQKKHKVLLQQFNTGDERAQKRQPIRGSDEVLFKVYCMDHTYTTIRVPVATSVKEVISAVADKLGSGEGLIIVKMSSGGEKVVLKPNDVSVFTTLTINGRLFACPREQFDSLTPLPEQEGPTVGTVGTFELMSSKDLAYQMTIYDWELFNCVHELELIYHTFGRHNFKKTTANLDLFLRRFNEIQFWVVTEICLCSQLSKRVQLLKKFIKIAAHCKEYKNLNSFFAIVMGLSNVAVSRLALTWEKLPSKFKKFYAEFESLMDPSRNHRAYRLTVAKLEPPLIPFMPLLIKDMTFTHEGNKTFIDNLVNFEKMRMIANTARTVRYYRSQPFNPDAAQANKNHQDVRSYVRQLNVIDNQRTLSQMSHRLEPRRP
ATXN2 expr inh: Primary qHTS for Inhibitors of ATXN expression | HEK-293 ATXN2-luciferase reporter, luminescence, 24 h | Potency, µM (series often up to 57 µM), for inactives: at the top dose activity change, negative = inhibition, most hits filed as inhibitors | 0.72% of 360,000 active; note: % is set by controls: 0 for no effect and ±100 for the full control effect; nearly all actives have a fitted effect of over 55% in size
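qHTS (up to 57 uM final) was run with 24 h compound exposure of reporter cells at 37 °C. Each well was multiplexed: SteadyGlo luminescence measured ATXN2-luciferase expression after a fluorogenic Gly-Phe-AFC viability readout (25 uM final).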
MCF10A rereplic: A quantitative high throughput screen for small molecules that induce DNA re-replication in MCF 10a normal breast cells. MCF 10A DNA re-replication, Hoechst nuclear intensity, 48 h. Potency, µM (top dose mostly 46.1 µM), inactives show at the highest dose activity, positive = re-replication, most hits filed as activators. 2.9% of 350,000 active. AID 624296, 2012; note: % of control where 0% means no effect; nearly all actives have a fitted effect of over 50% in size
ATXN viability: Viability Counterscreen for Primary qHTS for Inhibitors of ATXN expression; S2 cells (HEK-293 line with an ATXN2-luciferase reporter) viability, CellTiter-Fluor protease fluorescence, 24 h; Potency, µM (top dose mostly 56.7 µM), hits mostly cytotoxic; 0.49% of 400,000 active; AID 651635, 2014; note: nearly all actives have a fitted effect of over 40% in size
Numbers without * were called inactive; i = inactive; ? = inconclusive; / = not tested or not shown; & = joins results of further samples; [ ] = dose if it differs, or a comment. Calls come from the whole dose curve; as a rule, active = well fitted curve in the direction sought with a large enough effect; inconclusive = small, poorly fitted or top-dose-only effect, or another doubt; inactive = no such curve, though single readings can be large; an effect the other way counts as inactive or inconclusive. Potency is the fitted concentration of half-maximal effect.

SMILES	Nrf2 activator	A549 viability	Nrf2 inh	TGFb inhibitor	HepG2 tox	EPAC2 antag	ATXN2 expr inh	MCF10A rereplic	ATXN viability
Cc1cc2ccccc2n1CCNC(=O)c1cccc(Br)c1	0.2%	0%	?	?	-30%	/	-27%	/	i
Cc1ccc2occ(/C=N/NC(=O)c3ccccc3O)c(=O)c2c1	0.5%	-13%	-27%	?	7%	-2%	0%	3%	i
C[C@H](CO)N1C[C@H](C)[C@@H](CN(C)S(=O)(=O)c2cn(C)cn2)Oc2c(NS(=O)(=O)c3ccccc3)cccc2C1=O	-0.8%	1%	13%	-2%	0%	-4%	7%	5%	i
CC(=O)c1ccc2noc(-c3ccccc3)c2c1	5.1%	5%	?	3%	-41%	5%	35%	-3%	i
CCOC(=O)c1sc(=NC(=O)C2CC2)n(C)c1C	3.3%	3%	9%	17%	-9%	7%	-7%	11%	i
O=C(CN(C(=O)c1csnn1)c1cccc(F)c1)NCc1ccc2c(c1)OCO2	0.0%	-3%	-14%	3%	-25%	0%	0%	-29%	i
COCCn1c(=S)[nH]c2cc(C(=O)NCCCN3CCOCC3)ccc2c1=O	0.0%	5%	/	2%	5%	9%	7%	-6%	i
O=C1CCN(Cc2ccc([N+](=O)[O-])cc2)CCN1CCO	-0.6%	1%	-15%	15%&9%	1%&3%	-7%	4%	4%	i
C=CCN=C(CC)C1=C(O)CCCC1=O	4.1%	-1%	4%	7%	3%	4%	-2%	-3%	i
C=CCNC(=O)c1ccc2c(c1)S(=O)(=O)c1ccccc1C2=O	6.6%	-2%	-4%	5%	-5%	8%	-10%	-19%	i
NCCSc1c(-c2ccc(Cl)cc2)[nH]c2ccccc12	0.7%	1%	2%	?	-25%	-2%	/	?	?
COc1cccc(C(=O)CN2CCC(NC(=O)NC3CCCCC3)CC2)c1	-0.7%	13%	19%	-7%	-21%	-7%	-7%	2%	i
Cc1ccc(Nc2nc(N)c([N+](=O)[O-])c(NCc3ccco3)n2)cc1	7.3%	-4%	-16%	?	-35%	25%	22%	?	i
CCNc1ccc(S(=O)(=O)N(C)C)cc1[N+](=O)[O-]	0.3%	12%	13%	-5%	6%	-9%	/	5%	i
CC1CC(C)CN(C(=O)CN2CCN(Cc3ccc(Cl)cc3)C2=O)C1 (stereo not drawn)	0.1%	-5%	-14%	-6%	3%	-3%	-2%	3%	i
COc1ccccc1-n1cc(C(=O)NCC(=O)N2CCN(Cc3ccccc3)CC2)c2ccccc2c1=O	0.0%	-3%	7%	-2%	1%	1%	-10%	-8%	i
O=C(Cn1nnc2ccccc21)NNC(=O)c1ccccc1	3.5%	1%	2%	-15%	-6%	0%	22%	-5%	i
O=C(OCc1cn([C@H]2C[C@H](c3ccc(Cl)cc3)N(C(=O)C3CCCCC3)C[C@@H]2O)nn1)c1ccccc1	2.2%	/	/	-11%	-34%	-2%	-2%	/	i
O=C(CCc1nnc(CCc2ccccc2)o1)N1CCCCC1CCn1cccn1 (stereo not drawn)	-0.7%	-8%	1%	8%	0%	-3%[57.1 µM]	/	-2%	?
O=C(CNS(=O)(=O)c1ccccc1)OCC(=O)c1cccc([N+](=O)[O-])c1	0.3%	6%	-1%	0%	26%	5%	-10%	-5%	i
CCN1CCN(CCCNC(=O)c2cnn(-c3ccc(OC)cc3)c2C2CCN(C(=O)OC(C)(C)C)CC2)CC1	-0.8%	6%	?	0%	1%	/	/	/	/
COc1cc(OC)c(OC)cc1CN1CCN(Cc2cccn2C)CC1	0.2%	3%	4%	0%	-2%	-3%	-17%	-4%	i
Cc1cc(C)c(C(=O)NC2CCCc3c2cnn3-c2ccc(C)c(C)c2)c(=O)[nH]1 (stereo not drawn)	4.1%	1%	-19%	0%	-18%	-2%	0%	24%	i
Cc1ccccc1NS(=O)(=O)c1cc(C(N)=O)ccc1C	0.2%	-6%	-11%	0%	-4%	2%	3%	3%	i
CCOC(=O)[C@@H]1[C@H]2COc3ccccc3[C@@H]2N2C(=O)N(c3ccc(C(F)(F)F)cc3)C(=O)[C@]12C	-0.4%	6%	15%	4%	-3%	-19%	11%	3%	i
CCOC(=O)C1=C[C@@H](CC)N(S(=O)(=O)c2ccc(C)cc2)[C@H]1c1cccs1	6.4%	/	/	?	-31%	-4%	-24%	/	i
O=C([C@H](Cc1ccccc1)NS(=O)(=O)c1ccc(Cl)cc1)N1CC[C@@]2(O)CCCC[C@H]2C1	1.5%	-15%	-9%	?	-2%	-1%	4%	?	i
COc1ccccc1CN1CC(C(=O)N2CCN(c3ccc(F)cc3)CC2)CC1=O (stereo not drawn)	-0.3%	22%	-2%	?	-15%	3%	-11%	?	i
CC(C)Oc1ccc(CNC(=S)N/N=C/c2cccnc2)cc1	2.8%	-12%	?	?	-26%	-3%	5%	?	i
O=C(NCc1ccc2c(c1)OCO2)c1ccc(Cl)c(S(=O)(=O)NCc2ccccc2)c1	2.1%	-1%	7%	-6%	-19%	1%	4%	?	i
COc1ccc(CNCc2c(O)c(Cl)cc3c(C)c(C)c(=O)oc23)c(OC)c1	-0.6%	13%	6%	8%	-16%	-1%	-2%	?	/
CNc1nc(NCCOc2ccccc2Cl)c2sccc2n1	-0.4%	/	/	?	-24%	-17%	-8%	/	i
Cc1ccc(N(CC(O)CN(C)C)S(=O)(=O)c2ccccc2)cc1 (stereo not drawn)	0.4%	-8%	-3%	-11%	8%	1%	-16%	-8%	i
CSc1nc(-c2ccc(Cl)cc2)nn1C(=O)c1ccccc1	5.1%	-2%	?	3%	-2%	10%	31%	-2%	i
OCC1(Cc2ccccc2C(F)(F)F)CCN(Cc2ccncc2)CC1	0.0%	-3%	-11%	-12%	-9%	0%	-7%	22%	i
CCOC(=O)c1sc(=N)n(-c2ccc(OC)cc2)c1C	3.4%	2%	-1%	-23%	-17%	-10%	4%	12%	i
CCOC(=O)c1cc(-c2ccco2)nc2c1c(C)nn2-c1ccccc1	17%	-5%	-1%	0%	-14%	0%	-11%	9.2µM*	i
CCc1ccc(CN(C)Cc2nc(Cc3ccc(OC)c(OC)c3)no2)nc1	-0.2%	6%	-2%	-1%	-5%	-1%	-24%	0%	i
CC1=C(C(=O)OCc2ccccc2)C(c2ccccc2[N+](=O)[O-])NC(=O)N1C (stereo not drawn)	-0.8%	1%	-22%	-20%	-7%	0%	/	8%	i
COc1ccc(CCC(=O)NNC(=O)c2ccccn2)cc1OC	0.2%	-9%	-29%	?	-6%	1%	?	10%	?
COc1ccc(C(=O)NCC2(c3ccccc3)CCCC2)c(OC)c1	0.5%	-10%	?	-7%	-11%	?	-6%	?	i
C/C(=N\Nc1nc2ccccc2[nH]1)c1ccc2c(c1)OCCO2	8.7%	-7%	-15%	-20%	0%	0%	14%	12%	i
Cc1ccc(NC(=O)C2CCCN(S(=O)(=O)c3ccc4[nH]c(=O)ccc4c3)C2)cc1C (stereo not drawn)	0.2%&4.6%	24%&-2%	9%&43%	?	-6%&-48%	7%	2%	25%	i
O=c1c2cccnc2n(Cc2cccc(F)c2)c(=O)n1Cc1ccc(F)cc1	3.8%	23%	-16%	-25%	-36%	/	-14%	/	i
COc1ccc(OC)c(NC(=O)CCN2CCN(c3ccccc3OC)CC2)c1	0.2%	-1%	-12%	?	-15%	3%	/	-1%	i
CC1CN(C(=O)COC(=O)c2cc([N+](=O)[O-])ccc2Cl)CC(C)O1 (stereo not drawn)	15%	-2%	11%	-6%	-10%	0%	3%	0%	i
O=C(CN(C(=O)Cn1nnc(-c2cccs2)n1)c1ccc2c(c1)OCCO2)NCc1ccccc1	0.2%	0%	9%	0%	-9%	-3%	3%	-4%	i
Cc1nn(-c2nc3ccccc3n2Cc2ccccc2)c2c1C(=O)CC(C)(C)C2	7.0%	1%	/	?	3%	10%	-15%	18%	i
CNc1cc(F)nc(F)n1	-0.9%	-4%	6%	-13%	-4%	1%[57.1 µM]	/	-4%	i
CC1(C(=O)O)CCC(C(=O)Nc2ccc(Cl)c(Cl)c2)C1(C)C (stereo not drawn)	-0.8%	-4%	-11%	-1%	20%	-5%	/	-1%	i
CC(=O)c1c(C)nc2ccc(Br)cc2c1C(=O)O	-0.5%	3%	6%	-3%	-72%	-1%	-3%	-1%	i
CCOc1cc(/C=C(\C#N)C(=O)Nc2ccccc2C)ccc1OCc1cc(=O)n2nc(CC)sc2n1	0.3%	-6%	8%	-29%	-9%	/	1%	/	i
CCN(CC)CCn1c(=S)[nH]c2ncccc2c1=O	-0.9%	-1%	9%	-10%	-12%	-3%	/	-1%	/
CCc1cccc(C)c1NC(=O)CC1Oc2ccc(C)cc2NC1=O (stereo not drawn)	-0.4%&-0.5%	-5%&1%	-9%&6%	?	2%&7%	-1%	-7%	-3%	i
CCCCN(C=O)c1c(CC)nc2ccc(C(=O)N3CCN(C(=O)c4ccco4)CC3)cn12	-1.0%	/	/	-26%	-13%	-4%	12%	/	i

4 compounds already listed, arranged by molecular weight, low to high:
SMILES	Nrf2 activator	A549 viability	Nrf2 inh	TGFb inhibitor	HepG2 tox	EPAC2 antag	ATXN2 expr inh	MCF10A rereplic	ATXN viability
C=CCN=C(CC)C1=C(O)CCCC1=O	4.1%	-1%	4%	7%	3%	4%	-2%	-3%	i
CC(=O)c1c(C)nc2ccc(Br)cc2c1C(=O)O	-0.5%	3%	6%	-3%	-72%	-1%	-3%	-1%	i
CCOC(=O)C1=C[C@@H](CC)N(S(=O)(=O)c2ccc(C)cc2)[C@H]1c1cccs1	6.4%	/	/	?	-31%	-4%	-24%	/	i
COc1ccccc1CN1CC(C(=O)N2CCN(c3ccc(F)cc3)CC2)CC1=O (stereo not drawn)	-0.3%	22%	-2%	?	-15%	3%	-11%	?	i

Source: PubChem (National Center for Advancing Translational Sciences (NCATS))

A portion of the library, so the mix of outcomes need not match the whole.
